High-throughput results: PubChem, several laboratories
EBNA-1 inh: blocks EBNA-1 binding to DNA; hit rate 0.34% among 300,000; inhibition, % at 14.8 µM; EBNA-1 DNA binding, fluorescence polarization; in the data active = inhibition above about 28%
PP1 inh: counter-screen for PP5 inhibitors: inhibitors of human PP1-alpha | P62136 | purified PP1alpha, OMFP fluorescence | inhibition, % at 6.7 µM | hit rate 0.9% among 320,000;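 active = inhibition above the mean inhibition of all tested compounds plus 3 SD, computed separately for each screening campaign, cut at about 15% in these data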
Target sequence (P62136 whole entry, looked up): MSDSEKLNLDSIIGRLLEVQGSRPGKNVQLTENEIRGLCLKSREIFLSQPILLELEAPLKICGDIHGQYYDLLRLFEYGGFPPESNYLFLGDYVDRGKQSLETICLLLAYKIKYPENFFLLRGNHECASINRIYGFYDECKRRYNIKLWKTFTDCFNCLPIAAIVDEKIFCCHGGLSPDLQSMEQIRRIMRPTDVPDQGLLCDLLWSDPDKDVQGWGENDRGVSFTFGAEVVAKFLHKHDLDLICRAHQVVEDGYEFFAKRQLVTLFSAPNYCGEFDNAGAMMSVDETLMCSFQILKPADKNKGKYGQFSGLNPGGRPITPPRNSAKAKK
ZTA counter: counter-screen for EBNA-1 inhibitors: inhibitors of Epstein-Barr virus ZTA; P03206; ZTA-DNA binding, fluorescence polarization; inhibition, % at 11 µM; hit rate 0.15% among 320,000; AID 2234; in the data active = inhibition above about 33%
Target sequence (P03206 whole entry, looked up): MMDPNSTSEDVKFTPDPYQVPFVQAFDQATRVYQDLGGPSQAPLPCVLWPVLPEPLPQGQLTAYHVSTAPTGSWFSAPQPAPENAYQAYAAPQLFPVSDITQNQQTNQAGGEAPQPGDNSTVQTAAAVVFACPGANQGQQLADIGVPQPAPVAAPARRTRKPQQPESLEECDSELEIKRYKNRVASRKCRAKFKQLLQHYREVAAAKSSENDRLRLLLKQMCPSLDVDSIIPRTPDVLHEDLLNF
TPT1 inh: inhibitors of Candida albicans tRNA 2'-phosphotransferase TPT1; recombinant caTPT1, FP RNA substrate dephosphorylation; inhibition, % at 5 µM; hit rate 0.81% among 300,000; AID 1962;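 active = inhibition above the mean of all tested compounds plus 3 SD, set per screening campaign, cut at about 24% in these data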;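 also: plate controls were DMSO alone for no effect and ferristatin control at 100 nM for full effect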
JMJD2C inh: human JMJD2C demethylase inhibition | Q9H3R0 | GST-JMJD2C(1-420) H3K9me3 demethylation, DELFIA europium | inhibition, % at 2.35 µM | hit rate 0.069% among 330,000;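 active = more than half of a compound's replicate wells show inhibition beyond 50%, single wells judged on their own value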;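 also: signal counts dimethyl H3K9 product captured on neutravidin plate; 0% = median of DMSO wells and 100% = 0.3 times that DMSO median; strong numbers were not always called active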
core dimer inh: blocks dimerization of HCV core protein. TR-FRET GST/Flag-core106 dimerization, 1536-well. inhibition, % at 5 µM. hit rate 0.33% among 300,000. AID 1899;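 active = inhibition above the mean of all tested compounds plus 3 SD, set per screening campaign, cut at about 45% in these data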
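Assay system: Tagged HCV core106 pair (GST and Flag) | Buffer or medium: KF-containing HEPES buffer, pH 7.45, DTT, CHAPS, BSA | Also added: Eu donor and XL665 acceptor anti-tag antibodies | Dosing: One concentration, 5 µM, in 0.5% DMSO | Timing: 4 h at 22.5 °C | Technique: TR-FRET 671 and 617 nm emission | Repeats: Singlicate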
CR mimetic SO: caloric restriction mimetics inhibiting age-related superoxide in yeast; superoxide response (% of plate mean), % at 10 µM; hit rate 0.18% among 330,000; S. cerevisiae aged cells, superoxide DHE fluorescence; stronger effect = lower value;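 active = superoxide response under a set limit, about three screen SD below normal, cut at about 65% in these data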;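 also: yeast aged for seven days with compound at 30 °C before DHE staining; 100% = average MFI of all compound-treated wells on the plate with controls excluded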
PP5 inh: blocks human protein phosphatase 5 activity | purified PP5c, OMFP substrate fluorescence | inhibition, % at 6.7 µM | hit rate 0.18% among 320,000;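 active = inhibition above the campaign's mean inhibition across all tested compounds plus 3 SD, cut at about 9.5% in these data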;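 also: 0% = DMSO only and 100% = 100 µM cantharidin control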
Target sequence (P53041 whole entry, looked up): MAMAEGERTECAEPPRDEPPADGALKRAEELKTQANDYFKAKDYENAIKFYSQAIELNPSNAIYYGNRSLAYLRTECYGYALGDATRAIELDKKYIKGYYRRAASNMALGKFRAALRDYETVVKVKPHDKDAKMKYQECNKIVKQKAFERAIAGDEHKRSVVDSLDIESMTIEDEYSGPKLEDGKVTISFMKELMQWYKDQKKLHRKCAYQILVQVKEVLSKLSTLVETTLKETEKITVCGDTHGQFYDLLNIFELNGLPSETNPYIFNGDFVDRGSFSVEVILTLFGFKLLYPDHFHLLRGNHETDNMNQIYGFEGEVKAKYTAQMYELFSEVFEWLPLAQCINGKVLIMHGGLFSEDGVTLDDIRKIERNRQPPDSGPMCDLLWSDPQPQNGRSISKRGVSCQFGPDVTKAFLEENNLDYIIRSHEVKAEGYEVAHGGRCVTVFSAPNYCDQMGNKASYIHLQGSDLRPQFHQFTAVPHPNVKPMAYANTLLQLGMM
CTSL1 counter: cathepsin L1 inhibition, PFM18AAP counter-screen; recombinant F. hepatica cathepsin L1, Z-Leu-Arg-MCA fluorescence; inhibition, % at 5.96 µM; hit rate 0.49% among 300,000; AID 1906;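 active = inhibition above the mean of all tested compounds plus 3 SD, set per screening campaign, cut at about 17% in these data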;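 also: 0% = plate median of test compound wells and 100% = 1 µM Z-Phe-Ala-diazomethylketone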
An asterisk follows results filed as active; / = not tested or not shown; & = joins results of further samples.

Below each SMILES: EBNA-1 inh, PP1 inh, ZTA counter, TPT1 inh, JMJD2C inh, core dimer inh, CR mimetic SO, PP5 inh, CTSL1 counter
CCOc1ccc(NC(=O)CN(C)C(=O)CCSc2ccc(F)cc2)cc1OCC
    /, -2.3, -23.6, /, -0.6, /, 82.4, 2.1, /
CC1(C)CC(=O)C/C(=N\NC(=O)c2cccs2)C1
    5.3, -2.1, 7.1, 3.5, 8.6, 4.5, 110.2, 2.0, -1.6
O=C(Nc1oc2ccccc2c(=O)c1-c1ccc(Br)cc1)c1ccco1
    -20.8, 0.3, 2.0, 9.8, 35.4, 63.1*, 95.5, 1.4, 2.1
Nc1cc(Nc2ccc(Br)cc2)nc(N)n1
    5.4, -0.4, 3.1, -9.3, 2.4, -4.1, 97.7, -1.5, 0.0
Cc1cc[n+](-c2[nH]c(=O)sc2/C=N/N=C(\[O-])c2ccncc2)cc1
    2.7, -2.7, 0.3, -14.3, -28.9, -0.2, 101.8, -1.3, 8.4
Cn1nccc1C(=O)N1CCN(c2ncccn2)CC1
    -2.3, 0.1, -1.3, 2.3, -1.5, -10.3, 121.8, 1.7, -1.5
COc1ccc(-c2ccccc2NC(=O)C2CCCN(Cc3ccco3)C2)cc1 (configuration not stated)
    -6.9, -0.2, -4.2, 1.5, 9.0, 0.7, 93.2, 1.5, 4.1
COc1cccc(C(CC(=O)NCCN2CCOCC2)NS(=O)(=O)c2ccc(C)cc2)c1OC (configuration not stated)
    -3.8, 2.2, -10.4, -8.6, 0.0, -7.0, 91.3, 2.5, 0.2
Cn1c(-c2ccc(Br)o2)nc2cc(Br)ccc21
    -7.3, 4.3, 5.9, 4.5, /, -15.2, 90.7, 1.6, 5.1
CCCc1cc(NC(=O)COC(=O)c2nccnc2N)n(-c2ccccc2)n1
    /, -1.7, 8.5, /, 1.3, /, 122.0, -2.4, /
CCOC(=O)Nc1ccc(OC)cc1S(=O)(=O)N1CCCCC1
    -10.0, -8.5, 8.7, 4.8, 4.5, -2.8, 72.3, -1.7, -8.8
CSc1cccc(CN2CCC(CO)(Cc3cccc(C(F)(F)F)c3)CC2)c1
    4.6, -2.5, 7.2, -1.9, -17.1, -1.5, 69.3, 1.7, 1.8
Cc1ccc(S(=O)(=O)N2CCCC2C(=O)OCc2nc3ccccc3s2)cc1 (configuration not stated)
    9.6, -1.0, 6.7, -4.9, -4.4, 6.8, 94.8, 4.8, -6.0
Cc1ccsc1CN(C)C(=O)CN1C(=O)NC2(CCCc3ccccc32)C1=O (configuration not stated)
    /, -2.8, -4.5, /, -3.6, /, 118.2, 1.6, /
CC1CN2C(c3ccc(Cl)cc3)=CSC2=N1 (configuration not stated)
    -12.0, 4.4, 1.2, -2.6, -7.1, -4.8, 108.0, -6.4, -2.4
CCc1ccc(N2CC(C(=O)Nc3cccc(C(=O)NC4CC4)c3)CC2=O)cc1 (configuration not stated)
    /, -5.3, -4.6, /, 13.3, /, 115.8, 0.9, /
CCOC(=O)c1c(C)n(CC(O)c2ccccc2)c2ccc(O)cc12 (configuration not stated)
    5.0, 1.9, 5.8, 1.9, 5.6, 2.2, 93.5, 1.6, 4.5
COc1ccc(CN2CCc3ccccc3C2)c(OC)c1OC
    -5.5, -1.6, 2.2, -3.5, -4.5, 1.6, 99.5, 1.7, 1.7
CCOc1ccc(NC(=O)CN(C)C(=O)CCCn2c(=O)oc3ccccc32)cc1OCC
    11.0, -7.2, -9.7, 1.5, -4.2, -3.9, 82.6, 0.1, 6.9
CS(=O)(=O)Nc1ccc(C2=NN(S(=O)(=O)c3ccc(F)cc3)C(c3ccco3)C2)cc1 (configuration not stated)
    -7.8, 4.0, 8.0, 8.9, -27.5, 3.0, 104.0, 1.6, -1.8
COc1cc(NC(=O)c2cc([N+](=O)[O-])ccc2NC(=O)CN2CCN(c3ccccn3)CC2)cc(OC)c1
    -5.3, 4.1, -7.8, -1.1, 4.1, 12.8, 109.7, 3.5, -6.3
COc1ccc(CC(=O)Nc2cc(S(=O)(=O)N3CCCCC3)ccc2N2CCN(C)CC2)cc1
    6.6, -0.3, -5.7, -1.4, -2.8, -6.8, 96.8, 1.1, -4.8
O=S1(=O)C=C(SCCN2CCCCC2)c2ccccc21
    2.2, -0.7, 8.3, -0.7, 0.4, -2.2, 93.8, -2.3, 3.8
COc1ccc2[nH]c(=O)c(CN(Cc3ccco3)C(c3nnnn3Cc3ccccc3)C(C)C)cc2c1 (configuration not stated)
    -9.1, 0.1, -7.2, -0.9, -6.9, 7.4, 101.5, 4.2, 5.4
COc1ccccc1CNC(=O)CSC1=NCCS1
    -2.1, -0.7, 6.2, -3.9, -1.8, -0.2, 102.7, 1.3, 15.5
CCc1ccc(NC(=O)CSc2nc3n[nH]c(C)c3c(=N)n2-c2cccc(OC)c2)cc1
    6.5, 3.7, 0.8, 0.9, -5.0, 4.2, 107.7, -0.1, 0.3
COc1cc(C)c(Cl)cc1S(=O)(=O)n1ccnc1C
    2.9, -2.7, 3.5, -2.2, 4.9, -3.9, 102.1, -2.6, 6.0
O=C(Nc1nnc(-c2ccccc2)s1)c1ccc(F)cc1
    5.0, -1.1, 0.2, 0.5, -5.5, 12.6, 102.9, -0.3, 0.1
CN(C1CCCCC1)S(=O)(=O)c1cc2c3c(c1)CCN3C(=O)CC2
    4.3, -2.4, 9.6, -1.4, 7.0, 1.7, 98.9, 1.4, 1.1
Cc1c(CC(=O)NCC(=O)NCC(=O)O)c(=O)oc2cc3oc4c(c3cc12)CCCC4
    -11.8, 3.0, -6.8, 3.6, -4.4, -7.3, 133.4, -0.4, 2.1
COc1ccc(S(=O)(=O)NCCCCCC(=O)O)cc1C(=O)O
    -9.2, 1.0, -2.8, -3.9, -15.3, -2.8, 90.9, 0.6, -0.4
C=CCC(CC=C)(C(N)=O)c1ccccc1
    -6.1, 1.5, -14.8, -2.5, -1.3, -4.2, 102.5, 1.1, -2.5
O=C(NN1CCOCC1)c1ccc(Br)s1
    -9.0, -3.6, 10.7, 3.6, 5.2, -4.2, 115.5, -0.7, -1.9
OCC[C@@H]1C[C@@H](O)[C@H](O)[C@@]2(OCCc3ccccc32)O1
    -7.0, -2.8, -3.8, -1.0, 2.9, -6.0, 110.3, 0.6, -0.7
CCOc1ccc(S(=O)(=O)N(CC(=O)Nc2cc(C)on2)Cc2ccccc2Cl)cc1
    -4.0, -0.4, -5.5, -4.9, -7.9, -2.5, 87.8, 4.1, 2.0
COc1cccc(F)c1C(=O)NC(=O)Nc1ccc2nc(C)oc2c1
    4.8, -6.0, -8.5, -27.3, -6.6, -9.5, 112.5, 2.5, 1.9
COc1cc(CC(=O)OC2CCOC2=O)cc(OC)c1OC (configuration not stated)
    -2.3, 8.4, -12.3, -1.1, 3.9, -2.8, 90.7, 5.3, 3.0
COc1ccc(NC2CCCN(C(=O)CCC3=NNC(=O)CC3)C2)cc1 (configuration not stated)
    12.1, -3.7, -11.7, -3.4, -10.0, -0.4, 95.5, -2.4, 2.1
CCn1c(=O)c2cc(C(=O)NCCN(C)C)sc2c2ccccc21
    3.8, -2.5, 6.2, -4.1, 13.9, 0.2, 99.9, 0.1, 1.6
CCCN(CCC)Cc1c(C(=O)N/N=C/c2ccoc2)nnn1-c1nonc1N
    6.8, -2.0, 9.0, 1.0, 23.2, 8.4, 108.3, -0.7, 2.0
COC(=O)c1sccc1NC(=O)CC1NCCNC1=O (configuration not stated)
    -16.7, -2.5, 0.8, 1.1, -20.6, -0.8, 107.8, -0.1, -1.9
Nc1nnnn1/N=C/c1ccccc1C(F)(F)F
    1.2, -1.3, 8.7, -3.1, -2.0, -4.4, 94.2, -0.6, 2.6
NC(=O)c1ccc(Oc2ccc3ccc(=O)oc3c2)c([N+](=O)[O-])c1
    10.6, -2.7, -0.1, -4.6, -9.2, -0.1, 91.8, -2.1, -0.8
COc1cccc(N(C(=O)CNC(=O)c2ccco2)C(C(=O)NC2CCCC2)c2ccncc2)c1 (configuration not stated)
    1.2, 3.2, 9.5, -1.7, -29.2&-11.8, 11.5, 104.2, 2.9, -2.0
Cn1c(=O)c2c(SCC(=O)Nc3cccc(F)c3)nc(-c3ccco3)nc2n(C)c1=O
    10.0, -0.6, 15.6, -1.2, -1.4, -5.2, 96.3, -0.9, 2.4
O=C(CNC(=S)N(Cc1ccc(F)cc1)C1CCCCC1)NC1CC1
    -12.8, 0.0, 0.3, 0.2, 4.7, -3.0, 93.8, 1.8, -3.7
CCCOC(=O)c1ccc(NC(=O)c2ccccc2OC)cc1
    -6.2, -3.6, -4.7, -0.7, 0.5, 7.6, 95.0, 2.1, 0.9
Cc1cc(C)c(OCC(=O)Nc2ccc(NC(=O)c3ccco3)cc2)c([N+](=O)[O-])c1
    10.3, -1.8, 6.1, 2.8, 47.8, 3.0, 98.2, -1.8, -0.7
Cc1ccc(NC(=O)CSc2nc3ccccc3nc2N2CCOCC2)c(C)c1
    -6.3, 0.4, 2.1, 3.6, -0.2, 1.7, 96.8, 2.9, -0.1
C=CCNc1ncnc2c1cnn2-c1ccc(OC)cc1
    6.4, -4.2, 4.9, 2.0, 7.8, 2.1, 111.5, 4.9, 1.8
O=C(CSc1nnc(-c2cccs2)n1-c1ccccc1)N1CCOCC1
    6.7, -3.3, 1.0, -2.8, 8.7, 1.2, 84.9, -0.8, -2.6
CCOC(=O)c1ccc(NC(=O)Nc2ccc(Cl)cn2)cc1
    -9.5, -1.3, 2.3, -2.1, 1.6, -6.2, 98.2, -3.4, 6.1
COc1ccccc1CCC(=O)OCC(=O)Nc1cccc(S(=O)(=O)N2CCOCC2)c1
    -2.8, -2.4, -3.1, -1.0, -4.0, -0.5, 97.9, 0.6, -7.4
CCC1CCCCN1C(=S)NC(=O)c1ccc(F)c(S(=O)(=O)N2CCOCC2)c1 (configuration not stated)
    2.5, -3.0, 9.5, -2.7, -0.4, 1.6, 101.1, -2.6, 2.6
Nc1c(S(=O)(=O)O)cc(NC(=O)c2ccccc2)c2c1C(=O)c1ccccc1C2=O
    18.7, 30.7*, 15.6, -8.9, -8.6, -13.5, 129.3, 6.7, 5.5
CCCOc1ccccc1NC(=O)CC1Nc2ccccc2NC1=O (configuration not stated)
    7.2, -0.6, -6.1, 12.6, 0.1, 14.0, 144.8, 3.7, -1.3
COc1cc(C#N)ccc1OCC(=O)NCc1cccs1
    10.1, -2.7, 9.1, -3.0, 2.5, 2.9, 95.9, 1.2, -3.4
Cc1cc(C)c2c(=O)[nH]c(SCC(=O)c3ccc(C)c(C)c3)nc2n1
    6.1, -1.4, 7.4, 2.4, -4.9, 16.8, 85.0, 0.9, -1.1
CC(C)c1cc(C(N)=O)c(NC(=O)c2cccc(COc3ccc(Br)cc3)c2)s1
    0.8, 6.7, 1.1, -2.1, 11.5, 14.8, 106.2, 5.3, 0.2
COc1ccccc1C(=O)NCCC(=O)Nc1cccnc1
    -6.8, -3.0, -2.5, -3.2, -6.5, -1.0, 107.7, -4.6, 1.0
COc1ccccc1NC(=O)C1CCCN(c2cc(C)nc3ncnn23)C1 (configuration not stated)
    -14.9, -2.8, -2.5, -0.6, -0.9, 0.2, 89.8, 2.1, 0.1

Some values from the results shown:
Value of `COC(=O)c1sccc1NC(=O)CC1NCCNC1=O` (configuration not stated) in CTSL1 counter: -1.9
Value of `CCn1c(=O)c2cc(C(=O)NCCN(C)C)sc2c2ccccc21` in TPT1 inh: -4.1
Value of `COc1ccccc1CCC(=O)OCC(=O)Nc1cccc(S(=O)(=O)N2CCOCC2)c1` in ZTA counter: -3.1

Part of the list above in another layout:
mol	EBNA-1 inh	PP1 inh	ZTA counter	TPT1 inh	JMJD2C inh	core dimer inh	CR mimetic SO	PP5 inh	CTSL1 counter
CC1(C)CC(=O)C/C(=N\NC(=O)c2cccs2)C1	5.3	-2.1	7.1	3.5	8.6	4.5	110.2	2.0	-1.6
COc1cc(C)c(Cl)cc1S(=O)(=O)n1ccnc1C	2.9	-2.7	3.5	-2.2	4.9	-3.9	102.1	-2.6	6.0
